D2 antagonist – antagonists of human D2 dopamine receptor. HEK293 TREx D2 cells, calcium flux, dopamine EC80. inhibition, % at 10 µM. hit rate 2% among 340,000. AID 485344; in the data active = inhibition above about 30%; note: 0% is about no effect
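Tetracycline-induced HEK293 TREx cells expressing D2 receptor forced-coupled to calcium signalling, loaded with no-wash calcium dye. Compounds added and calcium flux read 180 s, then dopamine added at EC80 and read a further 180 s.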
RXFP1 agonist – agonists of human relaxin receptor RXFP1; hit rate 0.3% among 370,000; Q9HBX9; HEK293T-RXFP1 cAMP TR-FRET, 30 min; response scale: percent of porcine relaxin response, buffer zero; AID 2676; Potency, µM (series often up to 57.5 µM), inactives show at the top dose activation, usual class: activators; active = well fitted activation curve with a large enough effect; inconclusive = small, poorly fitted or top-dose-only effect; note: potency is the fitted concentration of half-maximal effect; % is set by controls: 0 for no effect and ±100 for the full control effect; nearly all actives have a fitted effect of over 60% in size; many of its hits are not listed in these tables
Target sequence (Q9HBX9 whole entry, looked up): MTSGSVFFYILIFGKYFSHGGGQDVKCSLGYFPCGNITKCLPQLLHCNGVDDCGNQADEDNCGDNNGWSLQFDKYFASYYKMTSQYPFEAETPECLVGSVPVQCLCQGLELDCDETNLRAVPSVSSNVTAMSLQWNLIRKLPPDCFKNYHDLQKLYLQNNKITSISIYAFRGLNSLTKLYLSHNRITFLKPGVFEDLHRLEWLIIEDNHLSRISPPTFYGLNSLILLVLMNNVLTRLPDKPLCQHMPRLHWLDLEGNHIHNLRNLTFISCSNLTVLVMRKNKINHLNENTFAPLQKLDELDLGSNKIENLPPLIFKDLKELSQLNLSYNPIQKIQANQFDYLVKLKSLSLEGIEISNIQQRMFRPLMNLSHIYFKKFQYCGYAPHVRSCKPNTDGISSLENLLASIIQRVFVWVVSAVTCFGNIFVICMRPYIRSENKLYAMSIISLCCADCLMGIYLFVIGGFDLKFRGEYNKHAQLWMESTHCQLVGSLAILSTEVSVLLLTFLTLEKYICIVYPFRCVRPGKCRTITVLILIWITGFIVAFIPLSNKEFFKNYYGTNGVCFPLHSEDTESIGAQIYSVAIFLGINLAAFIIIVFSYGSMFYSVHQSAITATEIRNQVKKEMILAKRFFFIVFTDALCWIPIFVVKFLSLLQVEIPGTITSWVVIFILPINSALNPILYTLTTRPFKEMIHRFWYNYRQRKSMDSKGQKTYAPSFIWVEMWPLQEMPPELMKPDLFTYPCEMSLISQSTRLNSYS
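HEK293 cells stably expressing RXFP1, treated 30 min at 37C with compounds plus PDE4 inhibitor Ro 20174; cAMP measured by HTRF TR-FRET. Normalized to buffer and 29 nM porcine relaxin; EC50 by Hill fit.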
D1 ag – human D1 receptor agonism | HEK293 T-REx D1 cells, calcium flux, agonist mode | activation, % at 2 µM | hit rate 1% among 360,000 | AID 504660; in the data active = activation above about 30%; note: 0% is about no effect
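Tetracycline-induced HEK293 TREx D1 cells, force-coupled to calcium signalling, were dye-loaded with a no-wash calcium kit. Compound was pin-added after a 10 s baseline. Fluorescence was read kinetically at 1 cycle/s for 180 s, with calcium rises flagged as agonism.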
D2 potentiator – positive allosteric modulators of human D2 dopamine receptor; P14416; HEK293 T-REx D2, calcium flux, EC20 dopamine potentiation; potentiation, % at 10 µM; hit rate 0.34% among 340,000; AID 485347;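 active = potentiation over 3 SD above the plate norm, cut at about 30% in these data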; note: 0% is about no effect
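Tetracycline-induced Hek293 Trex D2 cells, force-coupled to calcium, loaded with no-wash calcium dye. Compound added with 180 s kinetic read for agonism, then EC20 dopamine and a further 180 s read for potentiation.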
D1 PAM – enhances dopamine response at the human D1 receptor; P21728; HEK293 TREx D1 cells, calcium flux, dopamine EC20 potentiation; potentiation, % at 10 µM; hit rate 0.036% among 360,000; in the data active = potentiation above about 30%; note: 0% is about no effect
D1 antagonist – blocks dopamine activation of the human D1 receptor; P21728; HEK293 TREx D1 cells, calcium flux, dopamine EC80; active compounds read low; activity change, negative = inhibition, % at 10 µM; hit rate 3.2% among 360,000; AID 504652; in the data active = activity change below about -30%; note: % is set by controls: 0 for no effect and ±100 for the full control effect
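Inducible Hek293 Trex D1 cells (tetracycline, overnight, 30 C). Calcium dye 30–90 min RT. Antagonist mode: EC80 dopamine added after 180 s compound read.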
RXFP1 antagonist – blocks the human relaxin receptor RXFP1. Q9HBX9. HEK293-RXFP1, relaxin-stimulated cAMP HTRF, 30 min; active compounds read low. activity change, negative = inhibition, % at 57.5 µM. hit rate 0.59% among 350,000;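 active = activity change of -60% or lower, but not beyond a set lower limit; inconclusive = change between -60% and -40%, or beyond the set limit; inactive = change above -40%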; note: % is set by controls: 0 for no effect and ±100 for the full control effect
TRHR PAM – allosterically enhances the human TRH receptor; AID 493056; TRHR cells, fluo-8 calcium fluorescence, EC20 TRH enhancement; enhancement, % at 2 µM; P34981; hit rate 0.66% among 360,000; in the data active = enhancement above about 30%; note: 0% is about no effect
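Enhancer read-out: after compound pinning and an initial kinetic agonist-mode read, an EC20 of TRH (10 nM final) was injected and fluo-8 calcium signal (Ex 480/Em 530) followed at 1 s/cycle for 100 cycles in TRHR-expressing cells.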
D2 ag – activates the human D2 dopamine receptor; P14416; HEK293 T-REx D2 cells, calcium flux agonist mode; activation, % at 2 µM; hit rate 0.53% among 340,000; AID 485358;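 active = activation over 3 SD above normal in the single-dose calcium agonist read, cut at about 30% in these data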; note: 0% is about no effect
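Tetracycline-induced HEK293 T-REx cells with force-coupled D2 receptor, plated overnight at 30 C, loaded with no-wash calcium dye. After a 10 s baseline, compound was pin-added and calcium flux read kinetically for 180 s; calcium rises flagged agonists.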
* hit, by the source's call; ? = inconclusive; nt = no result given; & = joins results of further samples.

SMILES | D2 antagonist | RXFP1 agonist | D1 ag | D2 potentiator | D1 PAM | D1 antagonist | RXFP1 antagonist | TRHR PAM | D2 ag
O=C(O)c1ccccc1-c1nc2ccccc2[nH]1 | -6 | 0.6% | 5 | 1 | -4 | -4 | -33 | -4 | 1.8
CCN1CCOC(=O)C1CC(=O)Nc1ccc(Br)cc1 (configuration not stated) | nt | -4.1% | 3 | 6 | -2 | 0 | -12 | 2 | -1.4
O=C(Cc1ccccc1)NN1C(=O)C2C(C1=O)C1C=CC2C12CC2 (configuration not stated) | -10 | 4.9% | 0 | -1 | -8 | 23 | 5 | 1 | -0.1
CC(C)(C)NC(=O)COC(=O)c1cc(F)c(F)cc1Cl | 10 | 0.0% | 1 | 2 | -1 | -11 | 13 | -1 | 0.7
C=CCSc1nnc(-c2ccccc2NC(C)=O)c(=O)[nH]1 | -1 | 1.1% | 3 | 1 | -4 | -1 | -4 | 5 | -1.3
COc1ccc(C(=O)N2CCC3(CC2)NCCc2[nH]cnc23)cc1OC | 0 | 0.9% | 4 | 9 | -3 | -2 | -2 | 0 | 0.5
C=CCOc1ccc(CNCCO)cc1OCC | 3 | -0.1% | 4 | -2 | -10 | -10 | 12 | 3 | -0.8
CCCn1c(=O)c(C(=O)NCc2ccccc2OC)c(O)c2ccccc21 | 2 | 2.8% | 6 | 0 | 3 | 6 | -3 | -2 | 0.5
Cc1cc(Nc2ccc(C)c(C)c2)c2ccccc2n1 | -11 | -0.9% | 10 | -4 | 4 | -21 | -20 | 16 | 0.1
COc1ccccc1S(=O)(=O)NCc1ccc(C(=O)NC2CCC(O)CC2)cc1 (configuration not stated) | -7 | 0.9% | 1 | -10 | 2 | 1 | -3 | 7 | -0.2
O=[N+]([O-])c1cccc(S(=O)(=O)NCCc2cn3ccccc3n2)c1 | 5 | -1.9% | 6 | -1 | 1 | 1 | 3 | 14 | -0.3
C=CCNc1nc2ccccc2nc1NS(=O)(=O)c1ccc(Cl)cc1 | -16 | 0.9% | 16 | 12 | -2 | -23 | -6 | 3 | -0.1
CC(C)(C)c1ccc(NC(=O)CCNC(=O)c2ccco2)cc1 | -8 | 0.9% | 4 | -1 | -18 | -28 | -5 | 0 | -1.7
NC(=S)NNc1cccc(Cl)c1 | -6 | 1.3% | 2 | 8 | 1 | 3 | 6 | 3 | 0.9
COc1ccc(Br)cc1CN1CCN(S(=O)(=O)Cc2ccccc2)CC1 | nt | 4.1% | 10 | -5 | -2 | 11 | -20 | 2 | nt
CCCCN(CCCC)CP(=O)(c1ccccc1)c1ccccc1 | nt | 1.2% | 3 | nt | -7 | 23 | -10 | -7 | nt
CSc1ccc(N=Nc2c(C)[nH]n(C)c2=O)cc1 | -15 | -1.0% | 0 | -5 | 1 | 0 | -19 | -3 | 0.7
O=C(NCC1COc2ccccc2O1)c1ccc(Cl)c(S(=O)(=O)N2CCCC2)c1 (configuration not stated) | 3 | 0.5% | 7 | 9 | -8 | 6 | -5 | -5 | 0.9
Nc1ncnc2nc(SCc3ccc(Cl)cc3Cl)[nH]c12 | 21 | 0.1% | 4 | -5 | -6 | -27 | nt | -5 | -0.7
COCCn1cnnc1SCC(=O)Nc1cc(OC)c([N+](=O)[O-])cc1C | -3 | 3.8% | 1 | 3 | -1 | -10 | 8 | -4 | 0.2

Compounds shown so far that have a Cl atom:
SMILES | D2 antagonist | RXFP1 agonist | D1 ag | D2 potentiator | D1 PAM | D1 antagonist | RXFP1 antagonist | TRHR PAM | D2 ag
CC(C)(C)NC(=O)COC(=O)c1cc(F)c(F)cc1Cl | 10 | 0.0% | 1 | 2 | -1 | -11 | 13 | -1 | 0.7
C=CCNc1nc2ccccc2nc1NS(=O)(=O)c1ccc(Cl)cc1 | -16 | 0.9% | 16 | 12 | -2 | -23 | -6 | 3 | -0.1
NC(=S)NNc1cccc(Cl)c1 | -6 | 1.3% | 2 | 8 | 1 | 3 | 6 | 3 | 0.9
O=C(NCC1COc2ccccc2O1)c1ccc(Cl)c(S(=O)(=O)N2CCCC2)c1 (configuration not stated) | 3 | 0.5% | 7 | 9 | -8 | 6 | -5 | -5 | 0.9
Nc1ncnc2nc(SCc3ccc(Cl)cc3Cl)[nH]c12 | 21 | 0.1% | 4 | -5 | -6 | -27 | nt | -5 | -0.7

(listing goes on)
SMILES | D2 antagonist | RXFP1 agonist | D1 ag | D2 potentiator | D1 PAM | D1 antagonist | RXFP1 antagonist | TRHR PAM | D2 ag
Cc1ccc(OCCCCn2ccnc2)c(Cl)c1 | -3 | 1.3% | 3 | -5 | -3 | -27 | 11 | 17 | -0.6
Cc1ccc(S(=O)(=O)N2CCC(=O)N(CCOC(=O)Nc3cc(C)cc(C)c3)CC2)cc1 | 1 | 1.5% | -1 | -2 | -1 | 15 | nt | -8 | -1.1
COc1ccc(-n2c(CN3CCC(C)CC3)nc3ccc([N+](=O)[O-])cc3c2=O)c(OC)c1 | 9 | -0.6% | 0 | -14 | 1 | -8 | 2 | -2 | -0.1
COc1cccc(/C=C2\SC(=S)N(CCC(=O)NC3C=CS(=O)(=O)C3)C2=O)c1 (configuration not stated) | nt | 0.9% | 1 | nt | 0 | -2 | -11 | 15 | nt
Cc1ccc(N2C(=O)C3C(C2=O)C2C=CC3C23CC3)c([N+](=O)[O-])c1 (configuration not stated) | -6 | -2.3% | 1 | 1 | -2 | -3 | -12 | 8 | -0.1
Brc1ccc(-c2csc(/N=C/N3CCCC3)n2)cc1 | -23 | 0.9% | 2 | -3 | 0 | -9 | -39 | -6 | -0.7
COc1ccc(C(=O)NCc2ccc(C)cc2)cc1S(=O)(=O)N1CCCc2ccccc21 | -7 | 1.6% | 4 | 1 | -5 | -10 | -8 | -3 | 0.4
CCNc1nc(NCC)nc(N/N=C(\C)c2ccc(OC)cc2)n1 | 2 | -1.3% | 1 | -17 | -2 | -16 | -3 | 3 | -0.2
CC(C)CN(C(=O)CN(C)C(=O)Cc1ccccc1Cl)c1c(N)n(CC(C)C)c(=O)[nH]c1=O | nt | 1.5% | 2 | nt | -6 | -2 | -11 | -3 | nt
CCOC(=O)c1c(S(=O)(=O)N2CCCC(C(=O)Nc3ncccc3C)C2)c(C)n(C)c1C (configuration not stated) | 5 | 0.0%&1.5% | 3&1 | -11&1 | 1&0 | 17&9 | 6&4 | -6&1 | 0.1&0.0
Cc1ccc(NC(=O)C2CCCN(S(=O)(=O)c3cccc4nsnc34)C2)cc1C (configuration not stated) | nt | ? | 5 | 5 | 2 | -15 | nt | 3 | 1.5
Cc1ccc(S(=O)(=O)NC(=O)NCC2CCN(S(=O)(=O)c3ccccc3)CC2)cc1 | 5 | 1.3% | 3 | -1 | 3 | -1 | 2 | 22 | -0.4
CCCCCC(=O)O/N=C(\C)c1ccn(S(=O)(=O)c2ccccc2)c1 | 4 | -0.1% | 9 | 3 | 0 | -6 | -11 | 6 | 2.4
N#CC1(c2nc3ccccc3[nH]2)CC1c1ccc2c(c1)OCO2 (configuration not stated) | -8 | -0.9% | 0 | -1 | -6 | 0 | -15 | -8 | -0.5
COc1ccc(CCNCc2c(-c3ccccc3)n(C)c3ccccc23)cc1 | 46* | 4.4% | 14 | 5 | -2 | 38 | -37 | 1 | -0.3
Cc1c(OCC(=O)NC2CC(C)(C)NC(C)(C)C2)ccc2c3c(c(=O)oc12)CCC3 | -8 | 7.0% | 4 | -4 | 2 | -4 | -5 | 0 | 1.1
COc1ccc(C2=NN(C(=O)CN3CCCCC3)C(c3ccc(C)cc3)C2)cc1 (configuration not stated) | -7 | 1.0% | 7 | 0 | -5 | 23 | -11 | 0 | 0.5
CSCC(C)N1CCC(n2nccc2NC(=O)CCCc2ccccc2)CC1 (configuration not stated) | 7 | -4.0% | 7 | -13 | 1 | 2 | 3 | 3 | 1.3
CCc1ccc(S(=O)(=O)NCCc2csc3nc(-c4ccccc4)nn23)s1 | nt | -0.5% | 30 | 3 | -2 | nt | -27 | 9 | 0.2
Cc1ccc(S(=O)(=O)N2CCC(Oc3cccc(C(F)(F)F)c3)CC2)cc1 | nt | 0.0% | 6 | nt | 3 | -3 | -3 | 6 | nt
CCN(CC)c1ccc(NC(=O)C2CCN(S(=O)(=O)c3cnc[nH]3)CC2)c(C)c1 | nt | -1.3% | 3 | -1 | 3 | 7 | -2 | 6 | -0.6
COCCNC(=O)C(c1ccc(C)cc1)N(Cc1cccs1)C(=O)CCC(=O)Nc1ccccn1 (configuration not stated) | -7 | -2.3% | 2 | 1 | -10 | -2 | 0 | -15 | 1.5
O=C(Nc1sc2c(c1C(=O)O)CCC2)C(=O)N1CCOCC1 | -17 | -0.1% | 2 | 10 | 22 | -8 | -2 | 24 | 1.0
O=C(Nc1ccc2ccccc2n1)c1ccccc1 | -9 | 0.8% | 0 | 13 | -2 | 18 | -1 | 2 | -0.7
O=C(CSc1nc2c([nH]c3ccccc32)c(=O)n1-c1ccccc1)NCc1ccc(F)cc1 | nt | 4.0% | 4 | 13 | -4 | 2 | -4 | 3 | -0.2
Cc1cccc(NC(=O)c2oc3ccc(S(=O)(=O)N4CCCCC4)cc3c2C)c1C | nt | 0.8% | 2 | -10 | -1 | 4 | -6 | 2 | -0.2
COc1ccccc1/C=C/C=C1\Oc2c(ccc(O)c2CN(C)C)C1=O | -3 | 16% | 103* | -4 | -12 | 9 | 7 | 1 | 23
CC(=O)Nc1ccc(OCC(=O)NC(C)c2ccc(F)cc2)cc1 (configuration not stated) | 2 | 3.4% | 4 | 3 | -4 | 7 | -4 | -2 | 0.6
Cc1cccc(NC(=O)CCCCCn2c(=O)[nH]c3ccsc3c2=O)c1 | nt | 6.0% | 0 | -2 | 1 | 3 | nt | 2 | -0.1
O=C(Nc1c(Cl)ccc2nsnc12)c1cccnc1 | 17 | 0.1% | 2 | -4 | -5 | 1 | 11 | 13 | 0.2
COc1ccc(Cl)cc1Nc1ccc2cc(S(=O)(=O)N3CCCCC3)ccc2n1 | nt | 4.1% | 2 | -1 | -3 | -10 | 3 | 2 | 0.1
CC(C)(C)c1cc(C(=O)O)c(CN2CCCCC2)o1 | nt | 1.7% | 2 | nt | -6 | -4 | -7 | 4 | nt
O=C1O/C(=C\c2ccccc2)c2ccccc21 | 21 | 0.8% | 1 | 10 | -5 | -7 | -9 | -5 | -0.2
COc1ccc(NC(=O)/C=C/c2ccc(Br)o2)cn1 | 1 | 0.0% | 1 | -5 | -1 | 1 | -3 | 0 | 0.6
COc1ccc(C)cc1N(CC(=O)NC1CCCC1)C(=O)Cn1nnc(-c2ccc(C)o2)n1 | nt | 0.8% | 0 | nt | -2 | 17 | 4 | -5 | nt
O=C(N/C(=C\c1ccc(Cl)cc1)C(=O)N1CCOCC1)c1ccc([N+](=O)[O-])cc1 | -16 | -0.3% | 5 | 18 | -3 | -12 | -2 | -2 | -1.3

An excerpt; count on the stated rates, not on these rows.
